Screening data from PubChem BioAssay.
PfGluPho inh: PfG6PD (Plasmodium falciparum) enzyme inhibition; PfGluPho enzyme, NADPH resazurin-diaphorase fluorescence; inhibition, % at 20 µM; 350,000 tested, 0.78% active; AID 504690;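 active = inhibition reaching at least a set limit at 20 µM in the primary screen, cut at about 59% in these data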;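 note: 0% = DMSO wells with substrate and 100% = DMSO wells lacking glucose-6-phosphate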
SENP7 block: inhibitors of human SENP7 protease. 330,000 tested, 1.5% active. recombinant SENP7, Z-RLRGG-aminoluciferin luminescence, 40 min. Q9BQF6. inhibition, % at 5 µM;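 active = inhibition above about 50% at the single test dose, limit read from the data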;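 note: plate controls were DMSO with enzyme for no effect and no enzyme buffer wells for full effect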
HKDC1 inh: blocks human hexokinase HKDC1 activity. recombinant HKDC1, G6PDH/diaphorase resazurin coupled fluorescence. 340,000 tested, 0.16% active. inhibition, % at 20 µM;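 active = inhibition above about 35% when tested at 20 µM, limit read from the data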;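 note: plate controls were DMSO wells with enzyme for no effect and DMSO wells lacking enzyme for full effect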
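Material: recombinant HKDC1 hexokinase; Amount: HKDC1 at 5 µg/mL; Medium: Tris pH 8.0 buffer with MgCl2, Tween-20, BSA, BME; Schedule: 90 min reaction incubation at room temperature, dark; Technique: coupled resazurin fluorescence, excitation 525 nm, emission 613 nm.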
MPTP inh: permeability transition pore inhibition. 360,000 tested, 1.4% active. inhibition, % at 10 µM. isolated mouse mitochondria, Ca2+ swelling absorbance, 30 min;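 active = inhibition of 50% or more, scaled per plate between neutral and stimulator controls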;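 note: 0% = DMSO wells given calcium and 100% = 1 mM EGTA wells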
GRIN3A LBD mod: modulators (binders) of human NR3A ligand-binding domain | NR3A LBD differential scanning fluorimetry, Tm shift; 0% = protein alone, 100% = glycine-bound protein | Tm shift relative to glycine control, % at 25 µM | 340,000 tested, 2.5% active | AID 1259313;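 active = melting temperature shift of at least 10% of the positive control shift, at one fixed dose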
SENP6 inh: inhibitors of human SENP6 protease | 330,000 tested, 1.8% active | Recombinant SENP6 catalytic domain, aminoluciferin luminescence | Q9GZR1 | inhibition, % at 10 µM;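 active = inhibition above about 50% at the single tested dose, limit read from the data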;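 note: plate controls were DMSO wells with enzyme for no effect and DMSO wells lacking enzyme for full effect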
Target sequence (Q9GZR1 628-1112 limits assumed): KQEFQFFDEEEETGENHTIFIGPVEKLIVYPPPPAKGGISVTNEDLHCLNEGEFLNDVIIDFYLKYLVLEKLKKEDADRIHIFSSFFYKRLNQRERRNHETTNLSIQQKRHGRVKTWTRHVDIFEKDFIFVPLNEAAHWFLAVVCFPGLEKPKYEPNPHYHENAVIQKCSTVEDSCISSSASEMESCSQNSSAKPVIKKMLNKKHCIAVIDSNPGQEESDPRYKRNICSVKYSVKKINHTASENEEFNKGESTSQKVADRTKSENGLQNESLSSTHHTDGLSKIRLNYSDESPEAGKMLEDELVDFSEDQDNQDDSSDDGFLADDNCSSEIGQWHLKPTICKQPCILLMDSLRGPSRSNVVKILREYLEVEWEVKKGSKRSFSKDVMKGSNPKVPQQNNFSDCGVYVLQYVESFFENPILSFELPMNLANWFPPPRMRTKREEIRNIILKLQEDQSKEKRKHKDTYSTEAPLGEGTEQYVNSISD
SENP8 inh: blocks human SENP8 cleavage of Nedd8 substrate. 360,000 tested, 0.64% active. AID 602440. inhibition, % at 20 µM. recombinant SENP8, Nedd8 substrate fluorescence. Q96LD8; in the data active = inhibition mostly above about 40%, no sharp cut-off; inactive = mostly below about 27%
ATG4B inh: ATG4B (human) cysteine protease inhibition; Q9Y4P1; ATG4B cleavage of LC3-PLA2, NBD-HPC fluorescence, 1 h; inhibition, % at 8.33 µM; 340,000 tested, 0.51% active; in the data active = inhibition above about 40%
Target sequence (Q9Y4P1 whole entry, looked up): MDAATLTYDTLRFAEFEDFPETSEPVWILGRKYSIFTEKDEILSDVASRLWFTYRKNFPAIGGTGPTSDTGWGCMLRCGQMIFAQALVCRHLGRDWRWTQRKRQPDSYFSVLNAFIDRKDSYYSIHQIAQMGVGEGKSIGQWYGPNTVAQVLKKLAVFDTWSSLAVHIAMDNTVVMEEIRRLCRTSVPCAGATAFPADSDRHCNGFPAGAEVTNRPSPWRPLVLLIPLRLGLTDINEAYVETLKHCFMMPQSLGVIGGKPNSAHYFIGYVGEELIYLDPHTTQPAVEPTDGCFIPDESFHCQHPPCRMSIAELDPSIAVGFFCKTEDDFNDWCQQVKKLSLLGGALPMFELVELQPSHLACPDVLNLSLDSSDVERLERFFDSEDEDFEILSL
Numbers without * were called inactive; i = inactive; · = no result given.

Order of values – PfGluPho inh	SENP7 block	HKDC1 inh	MPTP inh	GRIN3A LBD mod	SENP6 inh	SENP8 inh	ATG4B inh
1: Cc1cc(C)c2nc(N(CCN(C)C)C(=O)/C=C/c3cccs3)sc2c1
→ 3	5	2	12	-8	-8	-14	2
2: O=C(COc1ccc([N+](=O)[O-])cc1)Nc1ccc(C(=O)NCc2cccnc2)cc1
→ -6	2	-3	4.7	2	-1	14	1
3: Clc1ccc(Sc2cnc3ccccc3n2)cc1
→ -4	-7	8	-3.4	2	-5	-4	2
4: CCn1c(SCC(=O)N/N=C/c2ccccc2OCC(=O)O)nnc1-c1ccccc1
→ -2	-4	-5	·	2	70*	·	-7
5: COc1ccccc1CNC(=O)Cn1c(=O)c2cccn2c2cccnc21
→ 0	-8	-11	0.3	-1	10	-64	9
6: CCOC(=O)C1(Cc2cccc(Cl)c2)CCCN(C(=O)c2occc2C)C1 (stereo unspecified)
→ 6	-1	-4	0.1	-2	-4	14	3
7: COCC1CCCN(Cc2nc(Cc3ccccc3)no2)C1 (stereo unspecified)
→ 0	-9	-3	-1.5	-1	-27	8	-8
8: NC(=O)N/N=C/c1ccc(-c2cccc(C(F)(F)F)c2)o1
→ 12	5	-4	-0.1	-1	-11	-119	0
9: Cc1ccccc1NC(=O)N1CCC(NC(=O)C2CCCCC2)CC1
→ 3	9	1	-0.2	1	5	10	8
10: CCOc1ccc(C2C(C(=O)OC)=C(C)N=C3SCCC(=O)N32)cc1OCC (stereo unspecified)
→ -10	0	-3	-0.3	-1	-36	13	-5
11: COC(=O)c1ccc(C23CC4(C2)[C@H](CN(Cc2ccc(-c5ccccc5)cc2)[C@@H]4c2ccccc2)C3c2ccc(Cl)nc2)cc1 (stereo partly specified)
→ 10	0	-5	·	0	-29	·	-17
12: COc1ccc(CNC(=O)c2cc3c(=O)[nH]c4ccccc4c3n2C)cc1
→ 7	5	16	-0.6	1	-24	-18	-11
13: CC(=O)C1C(c2cn(-c3ccccc3)nc2-c2cccs2)NC(=O)NC1(O)C(F)(F)F (stereo unspecified)
→ 2	-5	-3	-1.4	-5	-1	-13	0
14: CC(=O)c1ccc(O)c(CO)c1
→ 2	1	-6	0.5	0	3	24	7
15: CC(C)OC(=O)c1nnn(-c2nonc2N)c1CN1CCCCCC1
→ -4	-4	-5	0.8	0	-5	9	-5
16: CC(C)C(=O)Nc1ccc(NC(=O)c2ccc(COc3ccccc3)cc2)cc1
→ -8	-6	-10	0.4	16*	1	-9	2
17: CCC(NC(=O)C1CCCC1)c1ccc(C)cc1 (stereo unspecified)
→ -26	-2	2	0.1	1	-31	27	2
18: Cc1onc(-c2ccccc2)c1CNS(=O)(=O)c1cccc(Cl)c1
→ 9	-3	-5	4.3	3	-7	30	-1
19: Cc1nn(CC(=O)NCc2ccccn2)c(C)c1[N+](=O)[O-]
→ -7	7	-1	-0.3	-2	6	14	-1
20: COc1ccccc1NC(=O)c1cc(C(=O)Nc2ccccc2OC)cc([N+](=O)[O-])c1
→ -20	-5	-4	2.0	0	3	11	-1

The final 2 entries of the part above are carried over, then new ones follow.
Order of values – PfGluPho inh	SENP7 block	HKDC1 inh	MPTP inh	GRIN3A LBD mod	SENP6 inh	SENP8 inh	ATG4B inh
19: Cc1nn(CC(=O)NCc2ccccn2)c(C)c1[N+](=O)[O-]
→ -7	7	-1	-0.3	-2	6	14	-1
20: COc1ccccc1NC(=O)c1cc(C(=O)Nc2ccccc2OC)cc([N+](=O)[O-])c1
→ -20	-5	-4	2.0	0	3	11	-1
21: O=[N+]([O-])c1cccc(S(=O)(=O)N2CCCCCC2)c1
→ 18	4	-10	-1.0	-2	-53	7	-1
22: O=CNc1ccc(S(=O)(=O)NCc2ccccc2)cc1
→ -25	2	2	-3.0	0	-6	18	0
23: CC(C)C(O)(C#CCN1CCCCC1)C(C)C
→ -4	-5	-6	-2.5	1	3	6	38
24: O=C(N/N=C\c1cc2c(cc1Cl)OCO2)c1cccs1
→ 5	33	-4	-1.6	0	23	-232	-14
25: CCCn1c(SCC(=O)OCc2ccccc2)nc2c1c(=O)n(C)c(=O)n2C
→ -5	-9	-5	0.1	-2	2	12	-8
26: O=S(=O)(c1ccc2c(c1)nc1n2CCC1)N1CCOCC1
→ 7	0	-12	1.5	-1	-9	18	-1
27: CCC(=O)Nc1ccc(C(=O)Cn2ncc(Cl)c(Cl)c2=O)cc1
→ 7	-3	4	2.8	1	-3	0	6
28: COc1ccc(CNc2nc(NCc3ccc(OC)cc3)c3[nH]cnc3n2)cc1
→ -1	1	-1	1.3	-9	2	4	2
29: Cc1cccc(NC(=O)c2cccc(S(=O)(=O)N(C)c3ccccc3)c2)n1
→ 14	-15	6	-2.2	-1	-32	4	0
30: CSc1nsc(SCC(=O)Nc2ccc(F)cc2F)n1
→ 7	0	2	1.3	-4	4	8	-1
31: COc1ccccc1NC(=S)NC1CCCCCCCCCCC1
→ -4	-11	1	38	10	-10	23	4
32: CC1CCC2(CC1)NC(=O)N(NC(=O)CCl)C2=O (stereo unspecified)
→ -19	5	-2	-2.4	1	3	10	3
33: COc1ccc(C2Nc3ccccc3C(=O)N2NC(=O)c2ccccc2)cc1OC (stereo unspecified)
→ 3	2	-10	5.4	-1	-7	-372	1
34: N/C(Cc1cccc2ccccc12)=N\OC(=O)c1ccccc1F
→ 1	-9	-4	2.9	-2	-12	9	14
35: COc1cccc(C(=O)NC2CCCc3ccccc32)c1 (stereo unspecified)
→ 17	2	6	1.7	0	-18	16	10
36: COc1ccc(N(CC(=O)Nc2cc(C)on2)S(=O)(=O)c2cc(C)ccc2C)cc1
→ 5	0	1	1.6	-8	-1	4	1
37: CCOc1ccccc1N(CC(=O)NCc1ccc(OC)cc1)S(C)(=O)=O
→ -35	-8	-6	-0.9	-1	0	8	-4
38: Cc1ccc(-c2csc(NC(=O)Cc3ccc(F)cc3)n2)o1
→ 40	-12	-10	-2.6	-3	-3	-6	-16
39: CCc1c(C(=O)NNC(=O)Nc2ccc3c(c2)OCO3)csc1C
→ 16	-7	-5	1.0	1	0	-2	2
40: CCC(C(=O)OC)n1cnc2scc(-c3ccc(C)c(C)c3)c2c1=O (stereo unspecified)
→ 9	2	3	0.2	0	-5	20	-5
41: CC(=O)N(C)C(c1ccc(N(C)C)cc1)c1nnnn1-c1c(C)cccc1C (stereo unspecified)
→ -6	4	-3	-0.5	-5	-20	4	0
42: Cc1ccc(S(=O)(=O)Nc2c(C)n(C)n(-c3ccccc3)c2=O)c(C)c1
→ -8	3	1	2.3	1	-4	11	-5
43: Cn1c(CNC(=O)c2ccc3c(c2)OCO3)nnc1SCC(=O)Nc1ccccc1F
→ 12	0	2	0.1	-1	-9	15	-9
44: CCN(CC)CCCN1C(=O)c2oc3ccccc3c(=O)c2C1c1cccc(OC)c1OC (stereo unspecified)
→ -11	-2	1	-1.0	0	9	-12	-1
45: CCN(CC)S(=O)(=O)c1cc(C)ccc1SC
→ 21	9	17	-0.1	2	-2	18	4
46: CCCC(=O)Nc1cccc(S(=O)(=O)N(C)c2ccccc2)c1
→ -1	-3	-9	0.0	-3	-14	24	1
47: O=C1CCC/C1=C/Nc1ccc(Cl)cc1
→ 37	-1	-6	1.6	0	-4	-8	2
48: Nc1c(Cl)cc(-c2csc(N3CCCC3c3nc4cc(Cl)c(N5CCCCC5)cc4n3CCCO)n2)cc1Cl (stereo unspecified)
→ 21	-3	1	-0.2	-14	-6	-4	-2
49: Cc1cc(C)c(S(=O)(=O)c2cccc(Br)c2C)c(Cl)n1
→ 69*	·	1	-1.7	-2	·	13	-3
50: Cc1ccc(S(=O)(=O)N2CCCOC2CNC(=O)C(=O)NCc2ccc3c(c2)OCO3)cc1 (stereo unspecified)
→ -12	8	-2	1.1	2	-6	9	-5
51: Cc1cccc(/C=N/NC(=O)CN2CCCCCCC2)c1
→ -9	-3	-9	0.3	5	17	27	4
52: COCCCNC(=S)NC(=O)c1ccc([N+](=O)[O-])cc1
→ -15	10	-7	0.6	-1	-8	24	-7
53: CCCCNC(=O)CNC(=S)N(Cc1ccccc1F)C1CCCCC1
→ 5	-16	2	0.9	1	-2	7	3
54: CCCCNC(=S)Nc1cc(S(=O)(=O)N2CCCCC2)ccc1C
→ 7	-3	-5	6.7	0	8	24	-4
55: CC(C)(C)C(=O)NC1=NCCS1
→ 14	1	-3	-4.2	-1	19	37	-16
56: CCO[C@H]1OC(C(=O)N2CCN(Cc3ccccc3)CC2)=C[C@@H](C)[C@@H]1CCCO
→ 4	-3	-1	-1.1	-1	-7	25	-7
57: Cn1cc(CC(=O)NCCCN2CCCC2)c2ccccc21
→ 6	4	-3	0.2	0	1	20	-16
58: O=C(NC1C/C=C\C(c2ccccc2)N(c2ccccc2)C(=O)C1)OCC1c2ccccc2-c2ccccc21 (stereo unspecified)
→ 10	-7	10	1.7	0	·	-1	17
59: COc1ccc(-n2nnnc2SCC(=O)NCCc2ccc(OC)c(OC)c2)cc1
→ -4	6	-6	-0.8	0	0	9	-1
60: COC(=O)c1ccc(NCCC(=O)O)cc1
→ -3	-6	-9	6.9	-1	-16	20	6
61: CCOC(=O)C(=CNc1ccc(N2CCCCC2)c(S(=O)(=O)Nc2ccccc2OC)c1)C(=O)OCC
→ 65*	·	-6	-3.4	3	·	i	-7
62: O=C(O)c1cccc(O)c1O
→ 11	-10	-6	-3.4	-1	2	-20	2
63: COc1ccc(CN(C)C[C@H]2Oc3c(NC(=O)Nc4ccccc4)cccc3C(=O)N([C@H](C)CO)C[C@@H]2C)cc1
→ 16	2	1	-1.4	-2	-5	-19	-13
64: Cn1c(N)c(C(=O)COC(=O)c2ccnc3ccccc23)c(=O)n(C)c1=O
→ 0	9	2	-1.7	-1	-6	-3	-6
65: CCC(CO)NCc1ccccc1OC(C)C (stereo unspecified)
→ 2	4	-4	2.2	0	5	14	-7
66: COc1cc(NC(=S)NN2CCN(C)CC2)cc(OC)c1OC
→ 15	-2	-5	0.9	-4	11	1	-7
67: C=CCOc1cccc(C2/C(=C(/O)c3ccc(Cl)cc3)C(=O)C(=O)N2CCN2CCOCC2)c1 (stereo unspecified)
→ 2	0	-1	1.4	0	-10	-53	-14
68: CC(C)OP(=O)(c1ccc(N(C)C)cc1)C(O)c1ccc(N(C)C)cc1 (stereo unspecified)
→ 68*	-2	-1	-0.2	0	17	24	7

Full records from above. Values in the order: PfGluPho inh	SENP7 block	HKDC1 inh	MPTP inh	GRIN3A LBD mod	SENP6 inh	SENP8 inh	ATG4B inh
Shown for CCC(NC(=O)C1CCCC1)c1ccc(C)cc1 (stereo unspecified) = -26	-2	2	0.1	1	-31	27	2
Shown for COC(=O)c1ccc(NCCC(=O)O)cc1 = -3	-6	-9	6.9	-1	-16	20	6
